SKBR3 24h inh: SK-BR-3 proliferation inhibitors, primary screen, cell-based, human, 24 h | SK-BR-3 viability, CellTiter-Glo ATP luminescence; stronger effect = lower value | viability, % at 10 µM | 0.47% of 41,000 active;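 active = viability at or below the median of all test compounds minus 3 SD, in both replicates if run twice, cut at about 45% in these data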;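 note: 100% = median untreated cell wells and 0% = median positive control drug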
An asterisk follows results filed as active. An excerpt, so the mix of outcomes need not match the whole.

SMILES	SKBR3 24h inh
CC(OC(=O)c1cccs1)C(=O)NCc1ccccc1 (centres undefined)	90
O=C(Nc1cccc(Cl)c1Cl)C1CCN(c2ncccn2)CC1	86
CCOC(=O)c1cc(C)n(Cc2ccccc2)c1C	103
O=C(c1cccs1)N(Cc1cccc(Cl)c1)C1CCS(=O)(=O)C1 (centres undefined)	117
CCc1nn2c(=O)cc(N3CCN(c4cc(C)nc5ccccc45)CC3)nc2s1	84
CC(C)Cc1cc(-c2ccco2)c(C#N)c(N)n1	95
Cc1ccc(S(=O)(=O)n2nc(C)c(Br)c2C)c(C)c1C	60
COC(=O)c1cccc(N2C(=O)c3cccnc3C2=O)c1	109
CCN1CCn2c1nc(N1CCOCC1)nc2=O	89
O=C(CC1NCCNC1=O)Nc1ccc(Oc2ccccc2)cc1 (centres undefined)	97
COc1cccc(S(=O)(=O)NCc2ccc(C(=O)NCC3CCCO3)cc2)c1 (centres undefined)	126
O=C(CSc1nnc(-c2cnccn2)n1Cc1ccco1)c1ccccc1	95
CCOC(=O)C(OC(=O)c1sc(=S)n(C)c1C)C(C)=O (centres undefined)	90
Cn1c(=O)c2c(nc(NCc3ccccc3)n2C)n(C)c1=O	75
CCOC(=O)C1=C(C)NC(=O)C(C#N)C1c1ccco1 (centres undefined)	75
CC1(C)CC(=O)C(CC2=C(O)CC(C)(C)CC2=O)C(=O)C1	87
O=C(O)CNC(=O)c1ccc2c(c1)OCCO2	122
COc1cccc(/C(O)=C2/C(=O)C(=O)N(CCCN(C)C)C2c2cccc(Cl)c2)c1 (centres undefined)	90
C=CCN1C(=O)CS/C1=N/c1nccs1	118
CN1CCN(CCP(=O)(c2ccccc2)c2ccccc2)CC1	76
COCCOC(=O)c1c(C)oc2ccc(OC(=O)c3cccs3)cc12	88
COC(=O)Nc1ccc(S(=O)(=O)N(CCO)CC(F)(F)C(F)F)cc1	63
Cc1cc(C)c2cc(CN(Cc3ccco3)C(=O)NCc3ccccc3)c(=O)[nH]c2c1	37*
Cc1noc(C)c1COC(=O)c1ccc2ccccc2n1	94

Arranged by number of heavy atoms (largest number first): 15 of the compounds above
SMILES	SKBR3 24h inh
Cc1cc(C)c2cc(CN(Cc3ccco3)C(=O)NCc3ccccc3)c(=O)[nH]c2c1	37*
COc1cccc(/C(O)=C2/C(=O)C(=O)N(CCCN(C)C)C2c2cccc(Cl)c2)c1 (centres undefined)	90
CCc1nn2c(=O)cc(N3CCN(c4cc(C)nc5ccccc45)CC3)nc2s1	84
COc1cccc(S(=O)(=O)NCc2ccc(C(=O)NCC3CCCO3)cc2)c1 (centres undefined)	126
O=C(CSc1nnc(-c2cnccn2)n1Cc1ccco1)c1ccccc1	95
COC(=O)Nc1ccc(S(=O)(=O)N(CCO)CC(F)(F)C(F)F)cc1	63
O=C(CC1NCCNC1=O)Nc1ccc(Oc2ccccc2)cc1 (centres undefined)	97
O=C(Nc1cccc(Cl)c1Cl)C1CCN(c2ncccn2)CC1	86
Cn1c(=O)c2c(nc(NCc3ccccc3)n2C)n(C)c1=O	75
Cc1noc(C)c1COC(=O)c1ccc2ccccc2n1	94
CC(OC(=O)c1cccs1)C(=O)NCc1ccccc1 (centres undefined)	90
CCOC(=O)c1cc(C)n(Cc2ccccc2)c1C	103
CCN1CCn2c1nc(N1CCOCC1)nc2=O	89
O=C(O)CNC(=O)c1ccc2c(c1)OCCO2	122
C=CCN1C(=O)CS/C1=N/c1nccs1	118

New compounds follow.
SMILES	SKBR3 24h inh
Cc1cccc(CC(=O)Nc2c3c(nn2-c2cccc(Cl)c2)CS(=O)C3)c1 (centres undefined)	96
CC(=O)Nc1ccc(-c2nn3c(C)nnc3s2)cc1C	99
COc1cc(C2C(C(=O)N3CCOCC3)=C(C)NC3=C2C(=O)CCC3)ccc1OC(C)=O (centres undefined)	91
N=c1n(CC(=O)O)c2ccccc2n1Cc1ccccc1Cl	93
CCOc1ccc(-c2nnn(CC(=O)NCc3ccco3)n2)cc1	89
CCc1nnc(NC(=O)CSc2nnc(COc3cccc(C)c3)o2)s1	114
CCSc1nc(N)c2c3c(sc2n1)CN(C)CC3	124
CC(C)Cn1c(=O)c(C(=O)Nc2ccncc2)c(O)c2ccccc21	98
Cc1cc(C(=O)O)cc(S(=O)(=O)N2CCOCC2)c1C	85
O=C(CSc1nnc(-c2ccncc2)o1)Oc1ccccc1	99
COc1ccccc1N1CCN(C(=O)c2cc3n(n2)C(C(F)(F)F)CC(c2ccco2)N3)CC1 (centres undefined)	96
Cc1cc(C)n(C2=NS(=O)(=O)c3ccccc32)n1	100
Cc1ccc(=O)n(C(C(=O)NCc2ccco2)C(=O)c2ccc(F)cc2)c1 (centres undefined)	81
CCC(=O)NC(Nc1cccc(C)n1)(C(F)(F)F)C(F)(F)F	97
Cc1ccc(CNC(=O)CCc2c(C)nc3ncnn3c2C)cc1	101
CCOC(=O)c1cnc(-n2nc(C)cc2C)nc1NC(C)c1ccccc1 (centres undefined)	95
CCOC(=O)c1c(C)n(C(=O)c2ccco2)c(=O)n1C(=O)c1ccco1	91
CCOC(=O)C1CCN(C(=O)COc2cc(C)c(Br)cc2C)CC1	106
CCN(CC)c1ccc(CN(C(=O)c2ccco2)C2CCS(=O)(=O)C2)cc1 (centres undefined)	94
COc1cc2c(cc1OC)C(C(=O)N1CCCCC1)C(c1ccccc1F)N(C)C2=O (centres undefined)	117
CCC(C)NC(=O)c1ccccc1NC(=O)C(C)N(c1ccccc1)S(C)(=O)=O (centres undefined)	120
Cc1ccc(Cn2nc(C)c(NC(=O)c3noc4c3CCCCC4)c2C)cc1	74
O=C(CCNc1n[nH]c(=O)[nH]c1=O)N1CCCCC1	93
CC(C)C(C(=O)NC(C)(C)C)N1C(=O)c2ccccc2C1=O (centres undefined)	102
O=C(Nc1ccc2c(c1)CCC2)C1CCCN(c2ncccn2)C1 (centres undefined)	72
CC(NC(=O)c1cc(-c2cccs2)on1)c1ccccc1 (centres undefined)	87
O=C(CCCOc1ccc(Cl)cc1)N1CCCCC1	85
O=C(Cc1cccs1)Nc1ccccc1C(=O)O	92
O=C(CCn1nnc(-c2cccs2)n1)N1CCc2ccccc2C1	89
CCCc1nc2ccccc2c(=O)n1NC(=O)c1c(O)c2cccc3c2n(c1=O)CCC3	94
COc1ccc(OC)c(S(=O)(=O)N2CCC(C(=O)N3CCc4ccccc4C3)CC2)c1	95
CCOC(=O)CCc1c(C)c(C#N)c2[nH]c3ccccc3n2c1=O	125
CCOc1ccccc1C1N(c2ccc(F)cc2)C(=O)C2CCCN21 (centres undefined)	88
COCc1nnc(NC(=O)c2ccc(S(=O)(=O)N(C)C3CCCCC3)cc2)o1	27*
CSc1nncc(-c2ccc(F)cc2)n1	93
Cc1cc(OCc2nn[nH]n2)c2c(-c3ccccc3)cc(=O)oc2c1	101
NC(N)=NS(=O)(=O)c1ccc(N)cc1	95
CC(C)(C)Sc1nc(O)cc(=O)[nH]1	101
O=C(CCC1CCCC1)N1CCN(C2CCCC2)CC1	80
O=C(COc1ccc(-c2nnc(N3CCCCC3)c3ccccc23)cc1)N1CCCCC1	81
COC(=O)c1sc2nc(N3CCCCC3)c3c(c2c1N)CC(C)(C)N(C)C3	89
CC(=O)Nc1nnc(Cc2ccccc2)s1	102
CCOC(=O)c1ccc(S(=O)(=O)Nc2ccccc2-c2nnn(CC)n2)cc1	85
Cc1nnc(SCCn2c(N3CCN(C)CC3)nc3c2c(=O)n(C)c(=O)n3C)s1	88
CCCCCNC(=O)CCn1c(=O)oc2ccccc21	73
CC1CCCCC12NC(=O)N(CC(=O)c1ccc[nH]1)C2=O (centres undefined)	74
Cc1cccc(-c2nnc3n2N=C(c2ccccc2Br)CS3)c1	82
CCC1SC2=NCCN2C1(O)c1ccc(Cl)cc1 (centres undefined)	68
O=C(O)c1ccc(NC(=O)C2C3CCC(C3)C2C(=O)O)cc1 (centres undefined)	97
COc1cc2[nH]c(=S)n(CCCN3CCOCC3)c(=O)c2cc1OC	86
CN1CCN(Cc2ccc(OCc3ccccc3)cc2)CC1	88
COc1ccc(-n2c(C)cc(C(=O)COC(=O)Cn3cnc4ccccc43)c2C)cc1	86
CC(C)(C)C1=Nn2c(nnc2-c2n[nH]c3c2CCC3)SC1	92
O=C1OCc2cc(NC(=O)C3CCCO3)ccc21 (centres undefined)	129
O=C(Nc1ccccc1)N(O)c1ccc(Cl)cc1	71
CCOC(=O)c1cccc(NC(=O)CNC(=O)C2CCCCC2)c1	103
CSC(=NC1CCCCC1)NS(=O)(=O)c1ccccc1	78
CSc1nc(N)nc(SCC(=O)CC(=O)OC(C)C)c1C#N	73
Cc1ccc(S(=O)(=O)N[C@@H](CC(C)C)C(=O)NCc2ccco2)cc1	88
CC(=O)/C=C(\C)NCCNc1c(F)c(F)c(CO)c(F)c1F	81

Reformatted bar-delimited: 2 of the compounds above.
Structure | SKBR3 24h inh
COC(=O)Nc1ccc(S(=O)(=O)N(CCO)CC(F)(F)C(F)F)cc1 | 63
Cc1cc(C)c2cc(CN(Cc3ccco3)C(=O)NCc3ccccc3)c(=O)[nH]c2c1 | 37*

Next part:
SMILES	SKBR3 24h inh
C=CCN1CCN(C(c2ccccc2)c2nnnn2CCC(C)C)CC1 (centres undefined)	89
CCOc1cc(C2CC(=O)NC3=C2C(=O)C(C(=O)OC)C(C)C3)cc(Br)c1O (centres undefined)	90
O=C(Nc1cccnc1)C1(c2ccccc2)CCCC1	77
CN(C)C(=O)c1ccccc1-c1ccccc1	88
Cc1cc(C(=O)OCC(=O)N2CCOCC2)c2ccccc2n1	76
COC(=O)COC(=O)c1ccc(O)cc1	99
CCCCn1c(NCc2ccccn2)nc2ccccc21	88
O=C(CSc1nnc(CN2CCOCC2)n1-c1ccc(Cl)cc1)Nc1cc(Cl)ccc1O	92
Cc1ccc(C)c(NC(=O)C2CC(Cl)=CCC2C(=O)O)c1 (centres undefined)	98
CC(C)c1ccc2oc(-c3ccc(NC(=O)c4ncn[nH]4)cc3)nc2c1	95
COc1ccc(C(=O)Nc2ncc3c(n2)CC(c2ccco2)CC3=O)cc1 (centres undefined)	89
CCn1c(CCC(=O)Nc2cc(F)ccc2C)nc2cc(S(=O)(=O)N(C)C)ccc21	80
CCCc1ccc(S(=O)(=O)NCCc2ccncc2)cc1	129
CCCC(=O)C1C(=O)CC(C)(C)C(c2cc(C)no2)C1=O (centres undefined)	85
CCCCN(CC)Cc1ccc(CNC(=O)Nc2ccc(OC)cc2OC)o1	73
CCCCCOC(=O)c1ccccc1C(=O)O	107
COc1ccc(CC(=O)N2CCN(c3ccccn3)CC2)cc1	80
COc1ccc(CSc2nnc(C)n2N)cc1Br	66
O=C(CCCc1nc(-c2ccccc2Cl)no1)NCc1cccnc1	94
CC(C)C(C(=O)Nc1nccs1)c1ccccc1 (centres undefined)	103
CCn1c(=N)n(CC(=O)c2cccc(OC)c2)c2ccccc21	103
COc1ccc(N2CSC3=C(C#N)C(c4cccs4)CC(=O)N3C2)cc1 (centres undefined)	92
O=C(NCc1ccco1)NC12CC3CC(CC(C3)C1)C2	90
COc1ccc(NC(=O)C2CCCN2C(=O)OCc2ccccc2)c(OC)c1 (centres undefined)	81

In the list so far, 2 have a CF3 group.
SMILES	SKBR3 24h inh
COc1ccccc1N1CCN(C(=O)c2cc3n(n2)C(C(F)(F)F)CC(c2ccco2)N3)CC1 (centres undefined)	96
CCC(=O)NC(Nc1cccc(C)n1)(C(F)(F)F)C(F)(F)F	97

(further entries)
SMILES	SKBR3 24h inh
CCOCCCNC(=O)C(c1ccc(Cl)cc1)N1CCC2(CC1)OCCO2 (centres undefined)	90
COc1ccc(CSc2nnc3n(C)c(=O)c4c5c(sc4n23)CCCC5)cc1	89
COC(=O)c1ccc(NC(=O)CCc2c(C)nc3ncnn3c2C)cc1	98
CS(=O)(=O)c1nc(-c2ccco2)cc(C(F)(F)F)n1	31*
N#CCCN1CCn2c1nc1ccccc12	95
Clc1ccc(CSc2nnc(-c3ccccn3)n2Cc2ccco2)c(Cl)c1	116
COc1ccc(NC(=O)Nc2cc(C)ccc2OC)cc1	102
CCOc1cccc(=O)c2c(C)n(C)c(C)c12	92
COc1ccc(C2/C(=C(/O)c3ccc4c(c3)CC(C)O4)C(=O)C(=O)N2CCN2CCOCC2)cc1 (centres undefined)	116
COC(=O)c1ccc(C2/C(=C(/O)c3ccc(OC(C)C)cc3)C(=O)C(=O)N2c2cc(C)on2)cc1 (centres undefined)	90
Cc1cc(C)c2[nH]c(=O)c(C(c3nnnn3C(C)(C)C)N3CCN(C(=O)c4ccco4)CC3)cc2c1 (centres undefined)	92
O=C(NCc1ccc2c(c1)OCO2)c1ccc(CN2CCOCC2)cc1	84
CCOC(=O)c1cnn2c(C(F)(F)F)cc(-c3ccco3)nc12	88
CCCOc1cccc(C2C(C(=O)c3ccc(C)o3)=C(O)C(=O)N2CCCN(C)C)c1 (centres undefined)	84
O=C(O)CC1NC(=O)N(c2ccccc2)C1=O (centres undefined)	91
COc1ccc(C)cc1NC(=O)CN(c1ccc(F)cc1)S(C)(=O)=O	89
COc1ccc(-n2nnnc2SCC(=O)N2CCCC2)cc1OC	85
Cc1ccc(OCC(O)Cn2c(=N)n(CCN3CCOCC3)c3ccccc32)cc1 (centres undefined)	63
CCN(CC)C(=O)CSC(=Nc1ccccc1F)NC#N	90
COc1cc(/C=C/C(=O)CC(=O)/C=C/c2ccc(O)c(OC)c2)ccc1O	96
CN(C(=O)c1ccc(NC(=O)c2cnccn2)cc1)C1CCCCC1	85
CN(Cc1ccccc1)C(=O)CCNC(=O)Cn1cnc2ccccc2c1=O	90
O=C(Nc1ccc2c(c1)OCO2)C1CCCN1C(=O)Nc1cccc(F)c1 (centres undefined)	89
O=C(CS(=O)(=O)Cc1ccccc1)NCc1ccc2c(c1)OCO2	93
O=C(O)c1ccccc1C(=O)N1CCN(c2cccc(Cl)c2)CC1	102
COc1ccc(-c2ccc(-c3noc(C4CCCCC4)n3)c(OC)n2)cc1	88
CC1CC(C)CN(c2ncc3c(n2)CC(c2ccccc2Cl)CC3=O)C1 (centres undefined)	114
CCCCc1nc(SCC(=O)Nc2ccc(S(N)(=O)=O)cc2)n[nH]1	101
CC(C)N1C(=O)C2C(C(=O)NCc3ccccc3)C3C=CC2(O3)C1C(=O)NC(C)(C)C (centres undefined)	80
CN(C)c1nc2n(c(=O)n1)CCO2	88
CCOCCCN(C(=O)Cn1nnc2ccccc21)C(C(=O)NCc1ccco1)c1ccncc1 (centres undefined)	134

Screening data as filed in PubChem.
